KDM5B inh = inhibitors of human KDM5B histone demethylase. AID 1347165. KDM5B demethylase, FDH-coupled NADH fluorescence (FDH is formaldehyde dehydrogenase). Potency, µM (highest dose often 57.7 µM), without a hit: at the highest dose activity change, negative = inhibition, most hits filed as inhibitors. hit rate 2.6% among 220,000; active = well fitted inhibition curve with a large enough effect; inconclusive = small, poorly fitted or top-dose-only effect; inactive = no such curve, though single readings can be large or run the other way; also: 0% is about no effect; nearly all actives have a fitted effect of over 70% in size
Target sequence (Q9UGL1 whole entry, looked up): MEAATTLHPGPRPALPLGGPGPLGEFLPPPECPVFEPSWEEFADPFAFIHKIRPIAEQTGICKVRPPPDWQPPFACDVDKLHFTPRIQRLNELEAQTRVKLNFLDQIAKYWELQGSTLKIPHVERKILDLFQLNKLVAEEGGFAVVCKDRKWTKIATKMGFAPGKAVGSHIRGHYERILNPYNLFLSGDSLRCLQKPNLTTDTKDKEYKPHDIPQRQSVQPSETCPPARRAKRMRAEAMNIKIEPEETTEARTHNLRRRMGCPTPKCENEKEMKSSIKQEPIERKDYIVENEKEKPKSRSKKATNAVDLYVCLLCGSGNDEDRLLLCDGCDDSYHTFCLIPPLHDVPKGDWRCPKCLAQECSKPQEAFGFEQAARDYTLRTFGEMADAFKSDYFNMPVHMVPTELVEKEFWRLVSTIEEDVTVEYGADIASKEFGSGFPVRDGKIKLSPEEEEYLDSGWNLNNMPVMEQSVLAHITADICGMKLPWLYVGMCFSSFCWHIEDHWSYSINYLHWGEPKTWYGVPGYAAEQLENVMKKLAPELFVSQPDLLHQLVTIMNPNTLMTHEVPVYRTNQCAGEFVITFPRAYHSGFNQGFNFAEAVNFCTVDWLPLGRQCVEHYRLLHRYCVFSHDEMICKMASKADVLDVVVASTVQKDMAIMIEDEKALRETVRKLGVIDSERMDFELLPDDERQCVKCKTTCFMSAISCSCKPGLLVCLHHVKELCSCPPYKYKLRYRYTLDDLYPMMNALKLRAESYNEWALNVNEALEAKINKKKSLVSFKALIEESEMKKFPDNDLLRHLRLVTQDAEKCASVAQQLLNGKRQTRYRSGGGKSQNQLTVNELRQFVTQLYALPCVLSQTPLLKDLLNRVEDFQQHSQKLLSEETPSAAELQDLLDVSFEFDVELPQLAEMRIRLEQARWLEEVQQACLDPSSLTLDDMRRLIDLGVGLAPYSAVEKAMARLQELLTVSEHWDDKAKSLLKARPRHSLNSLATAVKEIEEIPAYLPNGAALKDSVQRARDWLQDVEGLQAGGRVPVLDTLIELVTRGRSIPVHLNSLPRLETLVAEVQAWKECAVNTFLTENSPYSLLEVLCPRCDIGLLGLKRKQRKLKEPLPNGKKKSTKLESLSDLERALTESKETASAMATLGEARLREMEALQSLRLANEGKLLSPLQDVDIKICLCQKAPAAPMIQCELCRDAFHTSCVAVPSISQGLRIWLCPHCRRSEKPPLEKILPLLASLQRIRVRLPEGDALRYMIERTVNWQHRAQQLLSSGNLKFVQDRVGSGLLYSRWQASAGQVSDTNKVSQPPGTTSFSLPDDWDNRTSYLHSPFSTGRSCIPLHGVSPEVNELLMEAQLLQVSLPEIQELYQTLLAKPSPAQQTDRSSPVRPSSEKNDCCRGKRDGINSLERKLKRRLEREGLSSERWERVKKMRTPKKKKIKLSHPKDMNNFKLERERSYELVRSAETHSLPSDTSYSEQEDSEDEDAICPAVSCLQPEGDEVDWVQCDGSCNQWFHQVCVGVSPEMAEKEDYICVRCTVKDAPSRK
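KDM5BΔAP (200 nM final) in 50 mM HEPES pH 7.5, 0.01% Tween-20 was preincubated 10 min at RT with compound over a concentration range. Substrate mix (H3K4me3 12.5 µM, α-KG 25 µM, Fe²⁺, ascorbate, NAD⁺, FDH) was added, and NADH fluorescence change over 30 min gave dose-response curves.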
Starred values were filed as active, the others as inactive; ? = inconclusive; & = joins results of further samples; [ ] = remark or other dose. Potency is read from the fitted curve at half-maximal effect.

The first 18 records, ahead of the listing:
KDM5B inh | structure
6% | O=C(O)COCC(=O)N[C@H]1CCN2C(=O)c3cc(-c4ccc5c(c4)OCO5)ccc3NC(=O)[C@H]12
? | Cc1noc(C)c1CN1CCNc2cnc(OCc3cccnc3)cc2C1
-2% | CCCCNC(=O)CCCn1c(=O)c2ccccc2n(Cc2c(C)cc(C)cc2C)c1=O
16% | COc1cccc(-n2nnnc2SCC(=O)NC2CCCCC2)c1
12% | O=C(O)c1ccc(COc2cc(Cl)ccc2Cl)s1
? | CCCOc1ccc(C(=O)N(Cc2ccco2)Cc2ccco2)cc1
? | Cc1ccc(-n2c(SCC(=O)Nc3ccc4c(c3)OCO4)nc3c([nH]c4ccccc43)c2=O)cc1
-27% | Cc1cc(O)c(C(c2ccccc2Cl)N2CCN(c3ccccc3)CC2)c(=O)n1Cc1ccco1 (stereo unspecified)
-7% | COCCN1C(=O)C(=O)/C(=C(/O)c2ccc(OCC(C)C)cc2C)C1c1cccnc1 (stereo unspecified)
-18% | CN(CCCn1ccnc1-c1cnc[nH]1)c1ccccc1
22% | NCc1ccc(CN2CCCCC2)cc1
2% | N#Cc1cc2c(nc1SCC(=O)NC1CCCCC1)CCCC2
12% | Cc1cccc(-n2cc(CN3CC[C@H](CO)[C@@H](O)C3)cn2)c1
19% | O=C(CCc1nnn2c1CN(S(=O)(=O)c1ccccc1)CC2)NC1CC1
-4% | Cc1oc2ncnc(N3CCOCC3)c2c1C(=O)NCC1CCN(Cc2cccc(F)c2)CC1
9% | Cn1nc(C(=O)N2CCC3(CC2)CC(CO)N(C(=O)c2ccccc2)C3)c2ccccc21 (stereo unspecified)
? | CSc1ncc(C(=O)Nc2ccc(Br)cn2)c(C)n1
1%&20% | COc1ccc(S(=O)(=O)c2c(O)c3ccc(C(=O)NCc4ccc(F)cc4)cc3[nH]c2=O)cc1

The list itself (from the top)
KDM5B inh | structure
6% | O=C(O)COCC(=O)N[C@H]1CCN2C(=O)c3cc(-c4ccc5c(c4)OCO5)ccc3NC(=O)[C@H]12
? | Cc1noc(C)c1CN1CCNc2cnc(OCc3cccnc3)cc2C1
-2% | CCCCNC(=O)CCCn1c(=O)c2ccccc2n(Cc2c(C)cc(C)cc2C)c1=O
16% | COc1cccc(-n2nnnc2SCC(=O)NC2CCCCC2)c1
12% | O=C(O)c1ccc(COc2cc(Cl)ccc2Cl)s1
? | CCCOc1ccc(C(=O)N(Cc2ccco2)Cc2ccco2)cc1
? | Cc1ccc(-n2c(SCC(=O)Nc3ccc4c(c3)OCO4)nc3c([nH]c4ccccc43)c2=O)cc1
-27% | Cc1cc(O)c(C(c2ccccc2Cl)N2CCN(c3ccccc3)CC2)c(=O)n1Cc1ccco1 (stereo unspecified)
-7% | COCCN1C(=O)C(=O)/C(=C(/O)c2ccc(OCC(C)C)cc2C)C1c1cccnc1 (stereo unspecified)
-18% | CN(CCCn1ccnc1-c1cnc[nH]1)c1ccccc1
22% | NCc1ccc(CN2CCCCC2)cc1
2% | N#Cc1cc2c(nc1SCC(=O)NC1CCCCC1)CCCC2
12% | Cc1cccc(-n2cc(CN3CC[C@H](CO)[C@@H](O)C3)cn2)c1
19% | O=C(CCc1nnn2c1CN(S(=O)(=O)c1ccccc1)CC2)NC1CC1
-4% | Cc1oc2ncnc(N3CCOCC3)c2c1C(=O)NCC1CCN(Cc2cccc(F)c2)CC1
9% | Cn1nc(C(=O)N2CCC3(CC2)CC(CO)N(C(=O)c2ccccc2)C3)c2ccccc21 (stereo unspecified)
? | CSc1ncc(C(=O)Nc2ccc(Br)cn2)c(C)n1
1%&20% | COc1ccc(S(=O)(=O)c2c(O)c3ccc(C(=O)NCc4ccc(F)cc4)cc3[nH]c2=O)cc1
7% | CSc1ccc(/C=C2\CCc3ccccc3C2=O)cc1
-27% | COc1ccc(-c2noc([C@@H]3CCCN3C(=O)c3ccc(F)cc3Cl)n2)cc1
25µM* | CCn1c(=O)c2ccnn2c2ccc(C(=O)NC3CCCCC3)cc21
-20% | COCCN1CCCC2(CCN(C(=O)CCc3ccc(C)cc3)C2)C1=O (stereo unspecified)
-27% | CCCCCn1cc2c(c1-c1ccccc1Br)c(=O)n(C)c(=O)n2C
? | COC(=O)c1[nH]c2ccc(F)cc2c1C=O
? | Cc1ccc(-c2nnc(Nc3ccc(O)cc3)c3ccccc23)cc1S(=O)(=O)NC(C)(C)CO
-30% | CCCNc1cc(N2CCC(CCC(=O)NCCN3CCCCCC3)CC2)ncn1
35% | CCC[C@H]1CN(C(=O)c2cc(F)ccc2OC)C[C@@H]1N
? | CCCc1ccc(OCC(=O)Nc2sc3c(c2C(=O)OCC)CCC(C(C)(C)C)C3)cc1 (stereo unspecified)
22% | COc1ccc(C(=O)N[C@H]2C[C@@H]3CC[C@H]2C3)cc1OC
-9% | CC(C)CNC(=O)CSc1nnc(-c2nn(Cc3ccccc3)c(=O)c3ccccc23)o1
25% | COC(=O)c1ccc(C(=O)Oc2ccc3c(c2)CCC3)cc1
-1% | COc1cccc(NC(=O)CN2C(=O)NC3(CCS(=O)(=O)CC3)C2=O)c1
-5% | COc1ccc(OC)c(CNC(=O)c2nnn3c2COC(c2ccc(F)cc2)C3)c1 (stereo unspecified)
8% | O=C(/C=C/Nc1ccc(Oc2ccccc2)cc1)c1ccc(F)cc1
-6% | CNC(=O)NNC(=O)c1nc(-c2ccccc2)c(C)o1
17% | COCCCNCc1ccco1
-6% | CC(=O)Nc1nonc1-c1nnc(SCC(=O)Nc2ccccc2)n1-c1ccccc1
-10% | CCS(=O)(=O)N1CC(C(=O)NCCc2ccncc2)C2(CCOCC2)C1 (stereo unspecified)
1% | Cc1ccc(-c2nc(CS(=O)CC(=O)N3CCN(c4cccc(Cl)c4)CC3)c(C)o2)cc1 (stereo unspecified)
17% | Cc1ccc(C)c(NC(=O)C2CCN(S(=O)(=O)c3cccs3)CC2)c1
8% | Cc1ccc(C(=O)NCC(=O)Nc2ccncc2)s1
3% | COc1ccc(C2=C(O)C(=O)N(Cc3ccc(Cl)cc3)C2c2ccccc2F)cc1 (stereo unspecified)
? | Cc1ccc(Sc2ccc(N3CCCC(C(=O)Nc4ccc(Br)cc4)C3)nn2)cc1 (stereo unspecified)
-14% | Cc1ccc2nc(Cl)c3cc(C(=O)NC4CCCCCC4)sc3c2c1
-3% | CCOc1cc(=O)n2c(c1C(=O)N1CCCc3ccccc31)CCCC2
21% | O=[N+]([O-])c1ccc(CS(=O)(=O)c2ccc(Cl)cc2)cc1
? | COc1cccc2c(C)nc(NC3=NCN(CCO)CN3)nc12
-6% | OCCCNC(=S)NC1CCCCC1
-9% | CCOC(=O)c1cn2nc(N3CCCCC3)ccc2n1
? | Fc1cccc(Cl)c1CN1CCc2ccccc2C1
21% | CCc1c(C)sc(NC(C)=O)c1C#N
-13% | Cc1ccc(NC(=O)CN2C(=O)CCSc3ccc(S(=O)(=O)N4CCCC4)cc32)cc1C
18% | CC(C)(C)c1nc2cc(NC(=O)Cc3ccccc3[N+](=O)[O-])ccc2o1
8% | O=C1C(N2CCN(S(=O)(=O)c3ccc(F)c(F)c3)CC2)CCN1Cc1cccnc1 (stereo unspecified)
5%[149 µM] | CC(=O)Nc1ccc(CN2CCC(N3CCOC3=O)CC2)cc1
-4% | O=C(NCCC1=CCCCC1)C1CCN(C(=O)c2ncn3c2COC(c2ccc(Cl)cc2)C3)CC1 (stereo unspecified)
1% | CC(C#N)(NC(=O)CSc1ccc(F)cc1)C1CC1 (stereo unspecified)
8% | COc1cccc(CNC(=O)C(=O)c2c[nH]c3ccccc23)c1
-15% | Cc1ccc(CNC(=S)NCCN(C)C)cc1
1% | Fc1ccc(N/N=C/c2ccc(F)c(F)c2)c(F)c1

Other records
KDM5B inh | structure
? | CC(=O)NC1(C)CCN(Cc2ccc(-c3ccc4c(ccn4C)c3)cc2)C1 (stereo unspecified)
-3%[115 µM] | O=[S+]1([O-])NC2(CCCN(Cc3c(F)cccc3F)C2)COc2ccccc21 (stereo unspecified)
? | CC(C)CNC(=O)c1cc2cn(C3CC3)cc2s1
? | Brc1ccccc1OCCN1CCCC1
? | CCN1CCOC(=O)C1CC(=O)Nc1cc(C)ccc1OC (stereo unspecified)
18% | Cc1ccc(NC(=O)COC(=O)C2(c3ccccc3F)CCCC2)c([N+](=O)[O-])c1
-3% | COc1ccc(NC(C)=O)cc1NC(=O)COC(=O)c1ccc(C)s1
-5% | Cc1cc(=O)nc2c3ccccc3n(C(C)C(=O)NCCC(C)C)n12 (stereo unspecified)
19% | CCOc1ccc(OCCOC(=O)CCC(=O)c2ccc(F)cc2)cc1
? | c1ccc(CNc2nc(Nc3cccc4ccccc34)nc3ccccc23)cc1
0% | CCOC(=O)c1c(C)oc2ncnc(N3CCN(c4ccccc4)CC3)c12
10%&-6% | CCCOc1ccc(C(=O)Nc2ccc3oc(-c4ccncc4)nc3c2)cc1
? | FC(F)(F)c1cccc(N2CCN(c3nc4ccccc4n4cnnc34)CC2)c1
25% | CCOC(=O)N1CCC(N(CCN(C)C)C(=S)Nc2ccc(OCC)cc2)CC1
15% | O=C(NCc1ccc(-n2cccn2)cc1)c1cc(Br)ccc1Cl
? | N#Cc1nc(-c2ccco2)oc1N1CCN(CC(=O)Nc2cccc(Br)c2)CC1
-5% | CSc1ccccc1C(=O)N1CC(C)CC(C)C1 (stereo unspecified)
-5% | CC(C)CN(C(=O)Cc1c[nH]c2ccccc12)c1nc2ccccc2s1
20% | COc1cccc(C(=O)N2CC(F)(F)C[C@H]2c2nc(C)no2)c1
13% | CC(C)C(=O)N1CCC(CC(=O)NCc2ccccc2)C1 (stereo unspecified)
-15% | Cn1c(C(=O)N2CCn3nc(Cc4ccccc4)cc3C2)cc2ccccc21
? | O=C1NCCCCCCN(Cc2cccc(F)c2)[C@H]2C[C@H](C(=O)N3CCc4ccccc4C3)C[C@@H]12
45%[activator] | CO[C@H]1[C@H](NC(=O)c2c(F)cccc2Cl)c2ccccc2C12CCNCC2
-30% | CCN(CCOC)Cc1cn(-c2ccc(F)cc2F)nc1-c1ccccc1C
3% | Cc1ccc(Cl)cc1NC(=O)Cn1ncc2c(C)n(Cc3ccccc3F)c(C)c2c1=O
? | CNC(=O)C1CCCN(c2nc3ncccc3o2)C1 (stereo unspecified)
20% | COc1cccc(C(=O)Nc2ccc3oc(-c4ccc(F)cc4)cc(=O)c3c2)c1
-28% | CC(=O)OC1=CSc2cccc3cccc1c23
? | COc1ccc(N2CCN(C(=O)Cn3nc(Cc4cccnc4)c4ccccc4c3=O)CC2)cc1
-33% | CCn1c(SCC(=O)N2CCOCC2)nc2c([nH]c3ccccc32)c1=O
22µM* | Cc1cc(C)cc(C(=O)NCc2nnc3c(-c4nc(C(C)C)no4)cccn23)c1
7% | CCCCOC(=O)c1ccc(NC(=O)c2cc(=O)c3ccccc3o2)cc1
-13% | C=C(C)CN1CCN(c2oc(C3CC3)nc2C#N)CC1
-16% | CC1CCCCN1C(=O)CSc1n[nH]c(-c2ccccc2Cl)n1 (stereo unspecified)
? | COc1cc(C(=O)n2nc(-c3ccco3)nc2NCc2ccc(Cl)cc2)cc(OC)c1OC
-7% | CCOC(=O)c1c(C)[nH]c(C(=O)Cn2nnc(-c3ccc(C)cc3)n2)c1C
-27% | CC(C)N1CCOC(CC(=O)NCc2cc(N3CCOCC3)ncn2)C1 (stereo unspecified)
? | O=C(NC1CCCc2c1[nH]c1ccccc21)c1n[nH]c2c1CCC2 (stereo unspecified)
19% | FC(F)(F)c1cccc(Nc2cc(-c3ccccc3)nc3ncnn23)c1
9% | CC(=O)Nc1ccc(NC(=O)CSc2nnc(C3CC3)n2-c2ccccc2)cc1
-13% | CCn1ccnc1CN1CC[C@@H](c2ccc3ccccc3c2)[C@H](O)C1
31% | CNC(=O)NC(=O)CSc1nc2sccc2c(=O)n1-c1ccccc1
23%[86.2 µM] | CN[C@@H](CC(C)C)C(=O)N[C@H]1C[C@@](O)(C(=O)N[C@H]2CCCNC2=O)C[C@@H](O)[C@@H]1O
16% | CC1(C(=O)NC2CC3CC2C2CCCC32)CC1(Cl)Cl (stereo unspecified)
-11% | COc1ccc(CN2C(=O)C(NC(=O)c3ccccc3C)(C(F)(F)F)N=C2c2ccccc2)cc1 (stereo unspecified)
-22%[86.2 µM] | COc1ccc(CN2CCc3nc(C(=O)NCc4ccncc4)oc3CC2)cc1
-6% | CC1=C(C(=O)Nc2cc(C)ccc2C)C2(CCCCCC2)OC1=O
? | COc1cc(/C=C(/C#N)C(=O)c2ccccc2)cc(Br)c1O
12% | Cn1ccc(C(=O)N2C[C@@H](COc3ccccc3)[C@H](C(N)=O)C2)n1
-9% | COc1cc(OC)c(OC)cc1CNC(=O)Nn1cnc2ccccc21
-2% | Cc1ccc(S(=O)(=O)N(CC(=O)NCC2CCCO2)c2ccccc2C)cc1 (stereo unspecified)
10% | COC(=O)c1ccc2nc(CO[C@H]3CN(Cc4ccc(C(F)(F)F)cc4)C[C@H]3F)[nH]c2c1
? | COC(=O)c1cc(-c2cccc(OC)c2)nc2ccccc12
32µM* | Cc1cc(CNC(=O)c2cc(-c3ccccc3F)cc3c2OCCN3C)no1
40µM* | C=CCNC(=O)N[C@H]1CO[C@H]2[C@@H]1OC[C@@H]2Nc1nccc(-c2cccc(F)c2)n1
-18% | C[C@@H]1CN(C(=O)c2cc(S(N)(=O)=O)ccc2F)CC[C@]1(C)O
-20% | O=C(c1ccc(-c2ccccc2Cl)o1)N1CCCC(C(F)(F)F)C1 (stereo unspecified)
-8% | Cc1ccc(S(=O)(=O)C2(C(=O)Nc3ccc(C(C)C)cc3)CC2)cc1

Assay outcomes from PubChem BioAssay.

Not all compounds are listed, so the mix of outcomes need not match the whole.
